TrxR1 substrate – rat thioredoxin reductase 1 substrate activity. Potency, µM (top dose mostly 114 µM), for inactives: at the top dose activity change, negative = substrate turnover. AID 588456. purified TrxR1 substrate turnover, NADPH consumption readout. 390,000 compounds, 0.01% hits; note: potency is the fitted concentration of half-maximal effect; % is set by controls: 0 for no effect and ±100 for the full control effect; nearly all actives have a fitted effect of over 50% in size
Target sequence (O89049 whole entry, looked up): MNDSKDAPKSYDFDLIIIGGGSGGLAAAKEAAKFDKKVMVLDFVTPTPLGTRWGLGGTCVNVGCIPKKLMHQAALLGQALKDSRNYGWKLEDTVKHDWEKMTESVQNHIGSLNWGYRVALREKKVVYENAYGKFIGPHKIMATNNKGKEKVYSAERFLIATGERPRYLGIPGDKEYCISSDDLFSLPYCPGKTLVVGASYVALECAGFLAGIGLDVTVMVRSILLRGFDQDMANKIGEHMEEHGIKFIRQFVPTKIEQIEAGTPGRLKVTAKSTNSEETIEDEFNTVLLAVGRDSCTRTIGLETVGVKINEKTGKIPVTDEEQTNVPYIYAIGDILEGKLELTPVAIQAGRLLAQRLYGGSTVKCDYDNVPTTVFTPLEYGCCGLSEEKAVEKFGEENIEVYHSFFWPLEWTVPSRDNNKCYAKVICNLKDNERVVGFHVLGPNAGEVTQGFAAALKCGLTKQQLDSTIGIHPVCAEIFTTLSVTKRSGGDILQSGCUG
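Rat TrxR1, dispensed at 90 nM, was prereduced with 400 uM NADPH (final) for 5 min at ~22 deg C, then incubated with compound 15 min before 400 uM selenite. A first-read NADPH fluorescence drop versus no-compound background flagged substrates.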
Tb PGK inh – blocks T. brucei phosphoglycerate kinase; 380,000 compounds, 0.043% hits; Potency, µM (top dose mostly 57.5 µM), inactives show at the top dose activity change, negative = inhibition, most hits filed as inhibitors; PGK/GAPDH coupled, Kinase-Glo luminescence, 60 min; note: potency is the fitted concentration of half-maximal effect; % is set by controls: 0 for no effect and ±100 for the full control effect; nearly all actives have a fitted effect of over 60% in size
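Luminescent ATP detection (Kinase-Glo Plus) follows a 60-minute room-temperature incubation, with wells lacking PGK as controls. Buffer: 100 mM TEA (pH 7.6), 5 mM MgCl2, 0.01% Tween-20. Coupling enzyme GAPDH (100 nM final) supplies unstable 1,3-BPG in-well.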
GLS inhibitor – glutaminase GLS (human) inhibition; GLS enzymatic activity, qHTS titration; Potency, µM (highest dose often 45.5 µM), inactives show at the highest dose activity change, negative = inhibition, most hits filed as inhibitors; 410,000 compounds, 0.21% hits; AID 624170; note: potency is the fitted concentration of half-maximal effect; % is set by controls: 0 for no effect and ±100 for the full control effect
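Read-out is an Amplex red fluorescence increase coupled through glutamate oxidase and HRP, measured before and after 30 min room-temperature incubation. hKGA is in 45 mM KH2PO4 (pH 8.2) with 0.02% Tween-20; glutamine added as 1mM solution.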
HP1b binding inh – blocks HP1-beta chromodomain binding to methylated histone tails; P83916; AlphaScreen HP1-beta / biotin-H3K9me3 peptide binding; Potency, µM (highest dose often 114 µM), for inactives: at the highest dose activity change, negative = inhibition, hits mostly inhibitors; 390,000 compounds, 0.56% hits; note: potency is the fitted concentration of half-maximal effect; nearly all actives have a fitted effect of over 70% in size; inactives centre near 23
Target sequence (P83916 whole entry, looked up): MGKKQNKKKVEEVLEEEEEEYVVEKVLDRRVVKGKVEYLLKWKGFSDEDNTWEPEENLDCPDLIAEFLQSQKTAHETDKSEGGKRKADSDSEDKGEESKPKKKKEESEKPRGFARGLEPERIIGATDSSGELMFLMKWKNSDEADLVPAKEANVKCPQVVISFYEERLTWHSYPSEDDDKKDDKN
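Compound inhibition of the preformed complex between 50 nM HP1-beta and 50 nM biotinylated H3K9me3 peptide was read by AlphaScreen. Buffer was PBS pH 7.4 with 0.01% Tween-20. Incubations ran 30 min at room temperature, with 10 ug/mL donor/acceptor beads.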
PI4K2A inh – PI4K2A (human) kinase inhibition | Q9BTU6 | purified PI4K2A, ADP-Glo luminescence, 1 h; stronger effect = lower value | activity change, negative = inhibition, % at 76.9 µM | 420,000 compounds, 0.13% hits; in the data active = activity change below about -50%; inconclusive = mostly about -30% to -49%;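 note: -100% = wells without enzyme as full effect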
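PI4K2A activity was measured by ADP-Glo luminescence: enzyme (4 ug/mL stock) and phosphatidylinositol (1.2 mM stock) in Tris pH 7.5/MgCl2/EGTA/Triton X-100 buffer were reacted with ATP (300 microM stock) for one hour at ambient temperature.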
USP1 inh – inhibitors of human USP1/UAF1 deubiquitinase; AID 743255; O94782; 390,000 compounds, 0.23% hits; recombinant USP1/UAF1, Ub-Rhodamine cleavage fluorescence; Potency, µM (highest dose often 57.1 µM), inactives show at the highest dose activity change, negative = inhibition, actives largely listed as inhibitors; note: potency is the fitted concentration of half-maximal effect; % is set by controls: 0 for no effect and ±100 for the full control effect; nearly all actives have a fitted effect of over 60% in size; inactives centre near -12
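USP1/UAF1 complex (1 nM) preincubated 15 min at room temperature with compound, then Ub-Rho substrate (150 nM final) added. Kinetic fluorescence at 480/540 nm over 6 reads at 60 s intervals; 50 mM HEPES pH 7.8, 0.5 mM EDTA, 0.1 mg/ml BSA, 1 mM TCEP, 0.01% Tween-20.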
mIDH1 inhibitor – human IDH1 R132H inhibition | O75874 | IDH1-R132H enzyme, NADPH consumption, diaphorase/resazurin fluorescence | Potency, µM (series often up to 76.6 µM), for inactives: at the top dose activity change, negative = inhibition, most hits filed as inhibitors | 390,000 compounds, 0.093% hits | AID 602179; note: potency is the fitted concentration of half-maximal effect; % is set by controls: 0 for no effect and ±100 for the full control effect; nearly all actives have a fitted effect of over 65% in size
Target sequence (O75874 whole entry R132H, stated change not applied): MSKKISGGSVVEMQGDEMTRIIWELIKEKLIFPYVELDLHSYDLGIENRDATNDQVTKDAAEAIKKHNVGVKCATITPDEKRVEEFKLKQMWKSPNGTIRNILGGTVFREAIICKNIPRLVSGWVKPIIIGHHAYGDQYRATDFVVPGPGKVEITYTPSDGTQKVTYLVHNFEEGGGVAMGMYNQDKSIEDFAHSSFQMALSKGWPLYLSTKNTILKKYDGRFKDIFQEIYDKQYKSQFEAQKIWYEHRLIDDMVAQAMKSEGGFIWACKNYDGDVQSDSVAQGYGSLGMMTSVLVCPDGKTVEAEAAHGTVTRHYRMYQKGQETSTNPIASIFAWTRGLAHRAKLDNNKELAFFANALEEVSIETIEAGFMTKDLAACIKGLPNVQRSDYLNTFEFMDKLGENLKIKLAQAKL
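IDH1-R132H (0.5 ug/mL dispensed) in pH 7.5 Tris buffer was preincubated 30 min with compound, then given a substrate mix of 0.016 mM NADPH and 2 mM alpha-KG for 80 min at room temperature; remaining NADPH was read by diaphorase/resazurin fluorescence.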
Pin1 inh – blocks the human prolyl isomerase Pin1; Q13526; Pin1 FP peptide displacement, HiFluor488, 10 min; Potency, µM (top dose mostly 115 µM), for the others: at the top dose activity, negative = inhibition, usual class: inhibitors; 390,000 compounds, 0.009% hits; AID 504891; active = well fitted inhibition curve with a large enough effect in the polarisation, with a control signal flat, not every such curve was filed as active; inconclusive = small, poorly fitted or top-dose-only effect, or effect the other way, or a change in a side signal; inactive = no such curve, though single readings can be large or run the other way; the % refers to the polarisation; note: potency is the fitted concentration of half-maximal effect; % is set by controls: 0 for no effect and ±100 for the full control effect
TrxR1 inh – inhibitors of rat thioredoxin reductase 1; O89049; recombinant rTrxR1, NADPH fluorescence consumption, selenite substrate; Potency, µM (series often up to 114 µM), for inactives: top-dose activity change, negative = inhibition, hits mostly inhibitors; 390,000 compounds, 1% hits; note: potency is the fitted concentration of half-maximal effect; % is set by controls: 0 for no effect and ±100 for the full control effect; nearly all actives have a fitted effect of over 65% in size
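Rat TrxR1 (90 nM in the dispensed reagent) was pre-reduced with 400 uM NADPH for 5 min at room temperature, then incubated with compound for 15 min. After 400 uM selenite was added, NADPH fluorescence (Ex 340/Em 450 nm) was followed for 8 min.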
* marks the source's active call; other numbers are inactive results; i = inactive; ? = inconclusive; . = not tested or not shown; [ ] = dose if it differs, or a comment. Unless noted, calls come from the whole dose curve; as a rule, active = well fitted curve in the direction sought with a large enough effect; inconclusive = small, poorly fitted or top-dose-only effect, or another doubt; inactive = no such curve, though single readings can be large; an effect the other way counts as inactive or inconclusive.

USP1 inh	Pin1 inh	PI4K2A inh	Tb PGK inh	mIDH1 inhibitor	HP1b binding inh	GLS inhibitor	TrxR1 substrate	TrxR1 inh	compound
-15%	0%	-3	-5%	-1%	31%	-1%	6%[0.0914 µM]	3%	COc1cccc(CNC(=O)CC(NC(C)=O)c2ccccc2)c1 (centres undefined)
-3%	-3%	1	-1%	3%	39%[activator]	30%	-5%	13%	COc1ccc(N2CCN(C(CNC(=O)C(=O)NCCc3ccccc3)c3cccnc3)CC2)cc1 (centres undefined)
-11%	-1%	3	-8%	0%	17%	2%	1%	9%	COc1ccc(C(=O)NCCS(=O)(=O)N(C)Cc2ccccc2)cc1
.	-9%	-12	-2%	.	32%	11%	-7%	-27%	CC(=O)N1CCN(c2ccc(NCc3ccco3)cc2)CC1
-8%	0%	0	-7%	3%	-10%	-8%	-10%	-10%	O=C(Nc1ccc2c(c1)OCCO2)c1cc(-c2ccccc2)nc2ccccc12
1%	.	1	4%	-3%	.	4%	.	.	Cc1ccc(S(=O)(=O)NCC(=O)NCC(=O)NCCc2ccc(Cl)cc2)cc1C
-24%	10%	-2	2%	-7%[38.3 µM]	29%	-1%	4%	11%	CN(C(=O)c1cccc(NC(=O)Cc2cccc(NC(=O)C3CCCN(C(=O)C4CC4)C3)c2)c1)C1CCC1 (centres undefined)
-11%	-1%	2	-1%	0%	20%	10%	-3%	0%	COc1ccc(NS(=O)(=O)c2ccc(N3CCOCC3)c(NC(=O)c3cccc(F)c3)c2)cc1
-5%	-1%	-1	6%	4%	99%[activator]	-1%	0%	25%	O=C(Cc1ccc(Cl)cc1)OCc1nnc(-c2ccccc2)o1
-8%	0%	-2	1%	6%	35%	16%	0%	2%	CCC(Sc1nc2ccccc2[nH]1)C(=O)Nc1cc(C)on1 (centres undefined)
-21%	1%	-1	-5%	-6%	25%	-13%	3%	16%[57.1 µM]	O=C(COC(=O)c1ccccn1)NCc1cccc(Cl)c1
-19%	3%	-2	-1%	6%	36%	-10%	3%	19%	COc1ccc(CN2CCN(C(=O)CCC(=O)Nc3nnc(CC(C)C)s3)CC2)cc1F
-24%	.	0	i	6%	.	16%	.	.	CCOC(=O)C1=C(C)OC(=Cc2ccc(OC)cc2)C1=O
-18%	-6%	0	-4%	8%	23%[57 µM]	1%	5%[57.1 µM]	15%[57.1 µM]	COc1ccccc1NC(=O)C(=O)NCC(c1ccc2c(c1)OCO2)N1CCOCC1 (centres undefined)
-19%	-5%	2	-1%	6%	2%	3%	9%[11.4 µM]	13%[11.4 µM]	COc1ccc([N+](=O)[O-])cc1NC(=O)C(C)OC(=O)c1cccnc1Cl (centres undefined)
0%	1%	2	2%	-14%	18%	-26%	-4%[57.1 µM]	17%[57.1 µM]	O=C(Cn1c(=O)oc2cc(S(=O)(=O)N3CCCCCC3)ccc21)Nc1cccc(C(F)(F)F)c1
-18%	-10%	7	i	6%	20%	33%[activator]	-5%	-6%	COc1ccc2[nH]cc(CCNC(=O)Nc3c(C)cccc3C)c2c1
-25%	-1%	2	-7%	-9%	30%	-6%	1%	20%	CC(C)(C)c1ccc(C2(C)NC(=O)N(CC(=O)NCc3cccs3)C2=O)cc1 (centres undefined)
-18%	-7%	-4	-9%	19%	72%[activator]	-9%	8%[57.1 µM]	-1%[57.1 µM]	CCCc1cc(C(=O)Nc2ccc(F)cc2F)no1
-7%	-6%	-6	-3%	14%	2%	-7%	11%[57.1 µM]	18%[57.1 µM]	COC(=O)CCn1[nH]c(=O)c2ccccc2c1=O
-18%	-1%	-10	-1%	5%	16%	-10%	-6%	-6%	CCOC(=O)c1c(C)nc2sc3c(=O)n(-c4ccc(OC)cc4)nnc3c2c1-c1ccc(OC)cc1
-4%	-1%	1	-7%	5%	20%	-3%	-12%	-16%	COc1ccc(CCNC(=O)Cn2cnc3c2c(=O)n(C)c(=O)n3C)cc1OC
-23%	-5%	-1	i	-7%	27%[57 µM]	9%	10%[57.1 µM]	38%[activator][57.1 µM]	CCOc1ccc(NC(=O)C(=O)NCCc2csc(-c3ccc(C)cc3)n2)cc1
-1%	3%	-5	6%	2%	21%	-4%	-9%	-10%	O=C1CCc2cc(NS(=O)(=O)c3ccc(F)cc3)cc3c2N1CC3
-24%	24%	2	7%	-3%	102%[activator]	0%	20%	30%	CCOCCCNC(=S)N1CCCN(c2nc3c(C)c(C)ccc3cc2C#N)CC1
-14%	5%	-3	i	1%	100%[activator]	0%	4%	21%	CCOc1cc(CNS(=O)(=O)c2cn(C)cn2)cc(OCC)c1OCC
-16%	21%	-1	i	-6%	25%	-2%	11%	27%	CCOc1sc2nc(C)n(CC(=O)Nc3cccc(C)c3)c(=O)c2c1C
-17%	.	2	-8%	10%	.	-3%	.	.	O=C(CCC(C(=O)c1ccccc1)c1ccccc1)c1ccccc1 (centres undefined)
-18%	-10%	0	i	4%	1%	-12%	-9%	11%[57.1 µM]	COc1ccc2ccccc2c1CN1CCN(C(=O)c2ccco2)CC1
-5%	-4%	2	i	3%	26%	0%	-12%	-12%	O=C(CSCc1ccc(Cl)c(Cl)c1)Nc1c[nH]c(=O)[nH]c1=O
-9%	12%	-5	7%	-4%	41%	-2%	7%[57.1 µM]	0%[57.1 µM]	CCN(CC)CCCNC(=O)Cc1c(C(=O)O)n(C)c2ccccc12
-17%	0%	-5	1%	-17%	18%	-5%	8%	30%	Cc1ccc(C)c(-n2nnc(-c3nc(-c4ccc(Cl)cc4)no3)c2N)c1
-17%	-2%	-2	7%	-2%	36%[activator]	-1%	5%[57.1 µM]	17%[57.1 µM]	CCCCn1c(C(C)NC(=O)CC)nc2ccccc21 (centres undefined)
-21%	-4%	-9	-1%	-1%	33%	-4%	-8%	-15%	O=C1N=C(N2CCCC2)S/C1=C\C=C\c1ccccc1
-16%	-4%	0	-3%	13%	103%[activator]	1%	4%	15%	COc1cccc(CSc2nnc(C(F)(F)F)n2Cc2ccc(F)cc2)c1
?	-14%	-2	3%	15%	20%[57 µM]	16%	-3%[57.1 µM]	13%[57.1 µM]	O=c1cc(CSc2ccccc2)[nH]c2ccc(F)cc12
-5%	-5%	0	-1%	1%	26%	-29%	2%[57.1 µM]	9%[57.1 µM]	Cc1c(C(=O)NN)sc(=S)n1C
?	-13%	-2	5%	-13%	28%	0%	1%	7%	CCOC(=O)c1sc(NC(=O)c2nc3ncccn3n2)c(C(=O)OC)c1C
0%	4%	0	-1%	-2%	-3%	-21%	-5%	13%	COc1ccc(NC(=O)c2oc3ccc(S(=O)(=O)N4CCC5(CC4)OCCO5)cc3c2C)cc1
?	26%	1	4%	-14%	45%[activator]	12%	-14%	-10%	Cc1cccc(C)c1NC(=O)C1CCCN(S(=O)(=O)c2c(C)noc2/C=C/N(C)C)C1 (centres undefined)
-20%	.	1	-1%	-1%	.	22%	.	.	COC(=O)C(Sc1ccc(Cl)cc1)C1SC(=S)N(Cc2ccccc2)C1=O (centres undefined)
-17%	?	4	-6%	-3%	-9%	0%	-1%	-3%	CCCc1ccc(OCc2ccc(C(=O)N3CCN(c4ccccn4)CC3)o2)c(OC)c1
-5%	?	0	1%	-3%	?	2%	-6%	2%	CN1CCN(C(=S)c2cn(Cc3ccc(Br)cc3)c3ccccc23)CC1
-11%	-2%	-2	0%	4%	8%	1%	-3%	9%	Cc1c(C=O)c2ccccn2c1C(=O)c1ccncc1
-29%	-9%	0	-9%	5%	28%	2%	3%[57.1 µM]	7%[57.1 µM]	C#CCCOC(=O)Nc1ccccc1
?	?	5	-3%	62%[activator]	13%	-1%	0%	5%	Cc1ccc(C)c(N(C)C(=O)CCNC(=O)Cn2cnc3ccccc3c2=O)c1
-13%	-17%	1	-7%	-5%	17%	3%	-8%	-3%	COc1cccc(N2CCN(S(=O)(=O)c3cccc4nsnc34)CC2)c1
-11%	0%	5	-3%	8%	63%[activator]	1%	-5%	-13%	Cc1ccc(C(C)NC(=S)NCc2ccc(F)cc2)c(C)c1 (centres undefined)
-19%	10%	-5	-6%	?	39%[activator]	-3%	-1%	?	COC(=O)c1ccc(C(=O)OC)c(-n2c(=O)c3ccccc3c3ccccc3c2=O)c1
10%	0%	-5	4%	-8%	14%	-5%	-8%	-6%	CC(=O)N1CCc2c(sc3c2c(=O)n(-c2ccccc2C)c(=O)n3CC(=O)c2ccccc2)C1
4%	1%	2	-2%	0%	46%[activator]	-9%	-13%	-3%	CN(Cc1ccccc1)C(=O)Nc1ccc2c(c1)N(C)C(=O)c1ccccc1S2

Structures listed so far that have a CF3 group:
USP1 inh	Pin1 inh	PI4K2A inh	Tb PGK inh	mIDH1 inhibitor	HP1b binding inh	GLS inhibitor	TrxR1 substrate	TrxR1 inh	compound
0%	1%	2	2%	-14%	18%	-26%	-4%[57.1 µM]	17%[57.1 µM]	O=C(Cn1c(=O)oc2cc(S(=O)(=O)N3CCCCCC3)ccc21)Nc1cccc(C(F)(F)F)c1
-16%	-4%	0	-3%	13%	103%[activator]	1%	4%	15%	COc1cccc(CSc2nnc(C(F)(F)F)n2Cc2ccc(F)cc2)c1

Bioassay records deposited in PubChem BioAssay by National Center for Advancing Translational Sciences (NCATS).

A portion of the library; the hit share may differ from the screen's.
